PrPC TRFRET: reduces human prion protein on the cell surface | inhibition, % at 13.8 µM | cell surface PrPC, TR-FRET read-out | 0.43% of 370,000 active | P04156; in the data active = inhibition above about 24%; also: 0% = median of the test wells and 100% = reference compound wells
Anthrax LF inh2: anthrax lethal factor protease inhibition; P15917; 0.12% of 360,000 active; AID 588501; inhibition, % at 10 µM; multiplex microsphere protease cleavage assay, LF; also: plate controls were buffer without enzyme for full effect and enzyme alone for no effect
TcdB inh: TcdB glycohydrolase inhibition. P18177. TcdB glycohydrolase enzymatic assay, plate reader. inhibition, % at 9.99 µM. 0.24% of 350,000 active; in the data active = inhibition above about 10%
BoNT F protease: BoNT F light chain protease inhibition; Multiplex microsphere protease cleavage assay, flow cytometry; inhibition, % at 10 µM; 0.22% of 360,000 active; AID 588497; in the data active = inhibition above about 35%, passing the limit was not always enough; inconclusive = no clear call, values can overlap the other calls; also: plate controls were buffer without enzyme for full effect and enzyme alone for no effect
PfHsp40 yeast: compounds rescuing yeast from Plasmodium falciparum HSP40 toxicity; S. cerevisiae expressing PfHsp40, growth rescue, ATP luminescence; growth rescue, % at 12.5 µM; 0.68% of 340,000 active; AID 504582; in the data active = growth rescue above about 28%, passing the limit was not always enough; inconclusive = no clear call, values can overlap the other calls;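 also: yeast W303a lacking pdr1 and pdr3 grown in galactose medium; growth measured after three days at 30 °C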
FadD28 binding: blocks FadD28 binding to the bisubstrate probe; AID 588549; fluorescence polarization; 0.22% of 360,000 active; inhibition, % at 12.5 µM; in the data active = inhibition above about 8.5%, passing the limit was not always enough; inconclusive = no clear call, values can overlap the other calls
CCHFV vOTU inh: blocks the CCHF virus ovarian tumor domain protease | CCHFV vOTU protease, Pep-AMC fluorescence | inhibition, % at 11.5 µM | 0.55% of 370,000 active | AID 651958; in the data active = inhibition above about 30%; also: 0% = vehicle wells with enzyme and 100% = no enzyme wells
Y pestis TopoI: blocks Yersinia pestis topoisomerase I activity; Y. pestis Topo-I cleavage product accumulation, plate reader; activity, % at 10 µM; 0.064% of 360,000 active; in the data active = activity above about 50%, passing the limit was not always enough; inconclusive = no clear call, values can overlap the other calls; also: inactives centre near 2
BoNT-A LC inh2: BoNT A light chain protease inhibition; multiplex microsphere protease substrate cleavage, flow cytometry; inhibition, % at 10 µM; 0.17% of 360,000 active; also: plate controls were buffer without enzyme for full effect and enzyme alone for no effect
Active calls of the source: *; ? = inconclusive; . = not tested or not shown; & = joins results of further samples. Rule as the data show it, unless noted: active = inhibition above about 30%; inconclusive = no clear call, values can overlap the other calls; inactive = below that.

entry	structure	PrPC TRFRET	Anthrax LF inh2	TcdB inh	BoNT F protease	PfHsp40 yeast	FadD28 binding	CCHFV vOTU inh	Y pestis TopoI	BoNT-A LC inh2
1	OCC[C@@H]1C[C@H](O)[C@@H](O)[C@@]2(CCCCO2)O1	8	-7	-0.9	-2	-1.8	0.6	-3	6	-0.4
2	CC(C)OC(=O)c1cc(NC(=O)C2C3CCC(O3)C2C(=O)O)cc(C(=O)OC(C)C)c1 (stereo not given)	-3	.	.	.	-0.8	0.4	-15	-7	.
3	Cc1cc(C)c(C(=O)NCCCN2CCOCC2)c(C)c1	-1	3	-0.2	?	-1.3	1.5	-9	1	-0.4
4	NC1=NC(=O)/C(=C/c2cccc(-c3ccc(S(N)(=O)=O)cc3)c2)S1	-5	-3	0.5	5	-1.3	-2.8	9	2	-0.6
5	OC(c1ccccc1)C(CN1CCOCC1)c1ccccc1 (stereo not given)	11	-10	0.2	-14	0.8	-3.0	-10	-1	-0.6
6	Cc1ccccc1NC(=O)Cn1c(CCC(=O)O)ccc1-c1cccs1	-7	-1	0.3	-3	-0.6	-2.9	-5	-12	0.4
7	COc1ccc(OC)c2nc(-c3ccncc3)ccc12	-16	1	0.1	13	0.3	.	-8	3	-2.5
8	COc1cccc(CN2CCNC(=O)C2CC(=O)N(Cc2cnn(C)c2)C(C)C)c1 (stereo not given)	-9	11	0.0	5	.	-1.1	6	9	-0.2
9	COC(=O)c1ccc(S(=O)(=O)N2C3CCC2CC(NC(=O)NC2CCCCC2)C3)cc1 (stereo not given)	4	-5	.	16	1.1	-1.5	7	12	0.2
10	COCCNC(=O)c1ccc2snnc2c1	-4	-4	.	13	1.3	-1.0	10	-10	-0.2
11	O=S(=O)(NC1CC1)c1ccc(Cl)cc1F	-5	-8	3.7	-11	0.5	-0.3	11	-2	-0.8
12	COc1ccc(CCNC(=O)C2CCC(=O)N(CC3CCCCC3)C2)cc1 (stereo not given)	-1	-1	0.9	-1	0.7	-1.5	-7	10	0.4
13	CCN(Cc1ccccc1)C(=O)C1CCN(S(=O)(=O)c2ccc3c(c2)OCCO3)CC1	-4	-4	0.1	-5	2.2	-1.9	-5	26	-0.8
14	CC(=O)c1cccc(NC(=O)c2ccc3c(c2)CCN3S(=O)(=O)c2ccccc2)c1	0	-2	0.0	1	0.8	2.8	16	9	-0.5
15	O=C(CCNC(=O)C1CCN(S(=O)(=O)c2ccccc2)CC1)NCCc1ccc(Cl)cc1	3	1	-1.2	-1	-0.5	-0.4	3	27	0.3

(more compounds)
entry	structure	PrPC TRFRET	Anthrax LF inh2	TcdB inh	BoNT F protease	PfHsp40 yeast	FadD28 binding	CCHFV vOTU inh	Y pestis TopoI	BoNT-A LC inh2
16	COc1ccc(CC(=O)N(C)CC(=O)Nc2ccccc2SC)cc1	-6	-1	0.9	-4	0.5	.	12	10	-2.2
17	COc1ccccc1CNC(=O)CCNS(=O)(=O)c1cccc2nsnc12	-33	0	0.4	-32	-0.2	1.0	-8	9	-3.2
18	C=CCON1C(=O)c2ccccc2C1=O	2	-6	.	1	-0.6	-3.9	11	-3	0.4
19	O=C(C[C@H]1C/C=C\CC[C@H](Cc2ccc(F)cc2)C(=O)OC[C@@H]2CCCN2C1=O)N[C@H](CO)Cc1ccccc1	-1	1	5.8	-5	1.7	-0.3	-5	13	-0.2
20	CCOC(=O)CN1N=C(c2ccc(C)cc2)CCC1=O	1	-3	1.8	-13	-0.6	0.4	-12	7	0.8
21	COc1ccc(C(=O)NCC(c2cccs2)N2CCOCC2)cc1OC (stereo not given)	-2	6	0.0	1	1.0	-1.6	4	7	0.2
22	Cc1ccc(CNC(=O)C2CCC(=O)N(CCc3ccc(Cl)cc3)C2)s1 (stereo not given)	1	-2	0.7	-1	-0.6	-4.7	-5	1	0.5
23	COc1ccccc1NC(=O)c1cn(CCC#N)nc1-c1cccc(Cl)c1	-4	2	0.6	?	0.0	-3.1	-8	34	5.7
24	O=C(NNS(=O)(=O)c1ccc(Cl)cc1)c1cc(-c2ccccc2)nc2ccccc12	-3	2	0.8	-7	-0.2	-6.5	17	-5	-1.1
25	CC(C)(C)OC(=O)C[C@@H]1C/C=C\C[C@@H](CC(=O)N[C@@H](CO)Cc2ccccc2)C(=O)N2CCC[C@H]2COC1=O	6	9	-0.2	-7	-0.8	-2.4	1	1	-1.0
26	CCOc1ccc(/C=N/NC(=O)c2cc3c(OC)cccc3[nH]2)cc1	-3	-2	0.8	-10	-0.4	-0.1	2	2	-1.4
27	COc1ccc2c(c1)oc(=O)c1cc(OC)ccc12	-2	2	0.5	-3	1.3	-2.8	-53	6	0.1
28	Cc1ccc(S(=O)(=O)NCc2ccco2)cc1C(N)=O	13	-4	2.5	2	2.2	-2.2	10	5	1.0
29	N#CC1=C(N)N=C(SCc2ccccc2)C(C(N)=O)C12CCCCC2 (stereo not given)	2	0	.	-10	0.1	-2.0	11	7	-1.4
30	O=C(CNC(=S)N(Cc1ccccc1)Cc1cccnc1)NCc1ccccc1	0	-6	0.7	-4	0.0	1.5	-5	1	-0.6

Entries shown so far that contain a cyano group (2):
entry	structure	PrPC TRFRET	Anthrax LF inh2	TcdB inh	BoNT F protease	PfHsp40 yeast	FadD28 binding	CCHFV vOTU inh	Y pestis TopoI	BoNT-A LC inh2
23	COc1ccccc1NC(=O)c1cn(CCC#N)nc1-c1cccc(Cl)c1	-4	2	0.6	?	0.0	-3.1	-8	34	5.7
29	N#CC1=C(N)N=C(SCc2ccccc2)C(C(N)=O)C12CCCCC2 (stereo not given)	2	0	.	-10	0.1	-2.0	11	7	-1.4

Next section.
entry	structure	PrPC TRFRET	Anthrax LF inh2	TcdB inh	BoNT F protease	PfHsp40 yeast	FadD28 binding	CCHFV vOTU inh	Y pestis TopoI	BoNT-A LC inh2
31	CCn1c(=O)cc(SCC(=O)NCCCN2CCN(c3ccccc3F)CC2)c2ccccc21	.	-2	0.8	-1	-1.6	-3.2	.	18	-0.7
32	CC(=O)C[C@H](O)CC(=O)[C@H]1OC(=O)[C@@H](C)CCCCc2ccccc21	-4	-2	1.6	-2	-0.2	-2.5	-6	7	-0.5
33	Cc1c(/C=C2\SC(=Nc3cccc(C(=O)O)c3)NC2=O)c2ccccc2n1C	-4	-1	-2.1	-3	0.9	?	7	13	0.1
34	COc1ccc(C)cc1NC(=O)NNC(=O)C1CCC(C(C)(C)C)CC1 (stereo not given)	14	-2	-0.5	-3	-0.7	5.8	22	22	-1.1
35	S=c1[nH]nc(-c2cc(-c3ccccc3)n[nH]2)n1/N=C/c1ccccc1	-3	-7	1.4	6	2.0	-5.8	-2	-8	0.4
36	C[C@@H]1CN([C@@H](C)CO)C(=O)c2cc(Br)cnc2O[C@H]1CN(C)C(=O)c1ccccc1F	-1	0	-0.1&0.9&-1.2	2	.	-1.7	-6	-7	0.0
37	CCN(CC)Cc1c(C(=O)N/N=C(\C)c2ccncc2)nnn1-c1nonc1N	1	9	-1.4	-7	-0.2	0.9	4	6	0.9
38	CCOC(=O)CNS(=O)(=O)c1ccc(C)cc1	4	-2	-2.1	-14	-0.7	-0.4	4	-4	-1.8
39	Cc1onc(-c2ccccc2Cl)c1C(=O)O/N=C(\N)c1ccccc1	-3	-8	-1.1	-63	-0.7	-12	-8	-12	-40
40	CCC(c1nnnn1C1CCCC1)N1CCC(C(N)=O)CC1 (stereo not given)	0	-1	1.7	1	1.0	-3.1	-1	2	0.0
41	CC(C)CN(CC(C)C)C(=S)NC1CCCCC1	-2	-1	0.9	8	-0.5	-2.7	4	-1	1.0
42	COc1ccccc1NC(=O)C(C)OC(=O)C1CC(=O)N(Cc2ccco2)C1 (stereo not given)	3	1	1.8	0	.	-1.4	-7	-3	0.1
43	CC(C(=O)Nc1nc2ccccc2s1)n1cc([N+](=O)[O-])cn1 (stereo not given)	-1	0	0.7	-5	1.2	-3.2	-8	-10	-0.2
44	S=c1[nH]nc(-c2ccc3ccccc3n2)n1-c1ccccc1	0	-1	-0.2	-4	-1.5	-3.5	12	-2	0.0
45	CC(Cc1ccsc1)NCc1cn[nH]c1-c1ccc(F)cc1F (stereo not given)	-11	2	0.2	-2	0.1	-0.1	-12	2	-2.6

(next part)
entry	structure	PrPC TRFRET	Anthrax LF inh2	TcdB inh	BoNT F protease	PfHsp40 yeast	FadD28 binding	CCHFV vOTU inh	Y pestis TopoI	BoNT-A LC inh2
46	Cc1nn(CCOc2cccc(Cl)c2)c(C)c1[N+](=O)[O-]	1	-2	1.2	0	2.6	-1.5	10	15	0.4
47	O=C(NCc1ccco1)c1nnc(Cc2ccc(F)cc2)o1	7	-5	-1.3	-2	0.0	-0.8	-3	4	-0.6
48	COC(=O)c1ccc(CC(=O)c2ccc(O)cc2O)o1	.	-3	.	-1	1.4	-2.5	.	-9	-0.9
49	COc1cc(OC)cc(N(C(=O)c2snc(C(N)=O)c2N)C(C(=O)NCC2CCCO2)c2ccc(C)o2)c1 (stereo not given)	-8	0	-1.5	0	1.7	-1.6	0	21	1.1
50	O=C(NCc1ccccn1)c1cc(S(=O)(=O)N2CCN(c3ccccc3)CC2)ccc1Cl	-1	-4	.	-2	1.6	-2.1	8	25	?
51	Cc1cccc(Oc2coc3cc(O)ccc3c2=O)c1	2	3	0.6	-13	-0.5	-3.9	-46	-7	-2.2
52	CCc1sc(C(=O)Nc2cccc(-n3cnnn3)c2)cc1C	16	-5	1.1	-8	0.9	-1.6	-2	0	2.4
53	COc1cc(/C=N/NC(=O)c2cccnc2)cc2c1OCO2	-6	-2	0.4	0	1.4	-1.6	11	-2	-1.1
54	O=C(CN1CCN(c2ccccc2)CC1)Nc1scc2c1c(=O)oc1ccccc12	2	.	0.9	.	-0.6	-1.2	-14	2	.
55	COc1ccc([N+](=O)[O-])cc1NS(=O)(=O)c1cc(C(=O)O)ccc1OC	0	4	1.7	-1	-1.9	-2.1	2	4	-0.6
56	COc1cccc(-c2n[nH]c(=S)n2Cc2ccco2)c1	5	-4	-8.7	-2	-1.3	-0.9	1	3	-1.0
57	Cc1ccc(S(=O)(=O)N2CN(Cc3ccco3)c3nc4ccccc4nc32)cc1C	0	-4	-0.4	-7	0.2	1.4	-4	4	-0.4
58	COc1ccc(OCC(=O)N/N=C(/C)Cc2ccccc2)cc1	2	-3	0.9	-3	-1.3	-1.1	-17	1	-0.2
59	Cc1ccc2nc(NC(=O)CSCC(=O)OCC(=O)c3ccc(Br)cc3)sc2c1	7	-4	.	4	-0.3	-3.6	-11	4	-0.2
60	FC(F)(F)c1ccccc1CNCCc1c[nH]c2ccccc12	7	-9	0.9	-12	-0.5	-2.4	-8	5	-1.1
61	COc1ccc(CN2C(=O)C(CC(=O)NCCc3ccccn3)CC(C(=O)N(C(C)C)C(C)C)=C2C)cc1 (stereo not given)	-7	-6	0.0	-4	.	-1.2	5	11	-0.3
62	CCC1Cc2[nH]c(=S)[nH]c(=O)c2C(c2ccc(F)cc2)O1 (stereo not given)	0	4	-1.0	5	.	-4.9	7	.	-0.9

Random draw from the library (roughly 2.3% active in at least one column).
